pAkt inh: Akt phosphorylation inhibition; 0.32% of 360,000 active; activity change, % for hits at 50 µM; Neuro2A IGF-stimulated pAkt S473 HTRF, 20 min; stronger effect = lower value; in the data active means activity change below about -80%; inconclusive means mostly about -51% to -80%; further: on the % scale 0 is the no-effect control and ±100 the full control effect
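Neuro2A cells (4,500/well, DMEM with 0.5% FBS) were treated with compound at a single 50 µM final concentration, stimulated with 6 nM IGF for 20 min at 37 °C, and lysed. Phospho-Akt Ser473 was read by HTRF as 665/615 ratio ×10^4.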
A549 viability: A549 cytotoxicity, counter-screen for Nrf2 inhibitors; 0.16% of 390,000 active; A549 ARE-Fluc cells, CellTiter-Fluor viability, 18-24 h; AID 504648; Potency, µM (series often up to 46 µM), inactives show at the highest dose activity change, negative = cytotoxicity, most hits filed as inhibitors; further: potency means the concentration at half of the fitted maximal effect; on the % scale 0 is the no-effect control and ±100 the full control effect
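A549 ARE_Fluc cells in 5% FBS OPTI-MEM were exposed to compounds in concentration-response for 18-24 h at 37 deg C. Viability was read by CellTiter-Fluor fluorescence (Ex 405/Em 525) after 30 min, before the luciferase read.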
Nrf2 activator: activates Nrf2 signaling; AREc32 ARE-luciferase reporter (MCF7-derived line), luminescence, 24 h; Potency, µM (highest dose often 46.1 µM), for inactives: at the highest dose activation, actives largely listed as activators; 0.31% of 410,000 active; AID 624171; further: potency means the concentration at half of the fitted maximal effect; % of control where 0% means no effect; nearly all actives have a fitted effect of over 65% in size
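Each well held 1000 AREc32 cells, which were incubated with compound for 24 hr at 37 deg C after overnight attachment, and ARE reporter activity was quantified by firefly luciferase luminescence.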
ATXN viability: reduces viability in counter-screen for ATXN expression inhibitors; S2 cells (HEK-293 line with an ATXN2-luciferase reporter) viability, CellTiter-Fluor protease fluorescence, 24 h; Potency, µM (doses to about 56.7 µM), actives largely listed as cytotoxic; 0.49% of 400,000 active; AID 651635; further: potency means the concentration at half of the fitted maximal effect; nearly all actives have a fitted effect of over 40% in size
MmCpn inh: blocks the Methanococcus maripaludis chaperonin Mm-Cpn; purified Mm-Cpn ATPase, ADP Transcreener TR-FRET; Potency, µM (highest dose often 76.9 µM), for inactives: at the top dose activity, negative = inhibition, most hits filed as inhibitors; 0.031% of 330,000 active; AID 504842; further: potency means the concentration at half of the fitted maximal effect; on the % scale 0 is the no-effect control and ±100 the full control effect; nearly all actives have a fitted effect of over 80% in size
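Purified archaeal chaperonin (25 nM final) was preincubated with compound for 10 min at 37°C, then ATP (10 uM final) was added for 30 min at 37°C in Tris pH 7.4/KCl/MgCl2/DTT buffer. ADP was quantified by HTRF Transcreener TR-FRET.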
HepG2 viability: kills HepG2 cells in TGF-b inhibitor counter-screen; HepG2 CAGA-GFP viability, ATP luminescence, 18 h; Potency, µM (series often up to 46.1 µM), for the others: top-dose activity change, negative = cytotoxicity, usual class: cytotoxic; 0.76% of 410,000 active; AID 588856; further: potency means the concentration at half of the fitted maximal effect; some results filed as inactive show a strong effect at the top dose
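CellTiter-Glo luminescence gave cytotoxicity after 18 hours at 37 degrees C. The cells were HepG2 CAGA-GFP in 1% FBS DMEM, stimulated with 500 pg/mL TGF-beta after compound addition. %Activity was normalised to no-cell wells (complete cell-killing) and DMSO (no toxicity), and curves were fitted and classified.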
Nrf2 inh: Nrf2 pathway inhibition. A549 ARE-Fluc reporter, luciferase luminescence, 18-24 h. Potency, µM (highest dose often 46 µM), for inactives: at the highest dose activity change, negative = inhibition, hits mostly inhibitors. 2.1% of 360,000 active; further: potency means the concentration at half of the fitted maximal effect; on the % scale 0 is the no-effect control and ±100 the full control effect; nearly all actives have a fitted effect of over 60% in size
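Cells were seeded and rested 2 h, then exposed to compounds for 18-24 h. CellTiter-Fluor was read first as a viability measure. BugLite was added 15 min before the final luminescent read of ARE-luciferase activity in A549 cells.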
TGFb SMAD3 inh: inhibitors of TGF-b signaling; Potency, µM (doses to about 46.1 µM), for the others: at the top dose activity, negative = inhibition, usual class: inhibitors; HepG2 CAGA-GFP TGF-b/SMAD3 reporter, GFP fluorescence, 18 h; TGF-beta stimulated, 500 pg/mL final; 1.2% of 410,000 active; further: potency means the concentration at half of the fitted maximal effect; on the % scale 0 is the no-effect control and ±100 the full control effect; nearly all actives have a fitted effect of over 65% in size
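Inhibition was scored as loss of TGF-beta-induced (500 pg/mL final, 18 hours, 37 degrees C) GFP in HEPG2 cells carrying a CAGA-GFP reporter, in DMEM with 1% FBS. Well GFP was summed per cell; Activity was normalised to unstimulated and stimulated DMSO wells, then concentration-response fitting.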
CCT chaperon mod: cytosolic chaperonin activity modulation. 0.3% of 360,000 active. AID 651819. activity change, % (concentration not given with the values), hits read low. purified chaperonin ATPase assay, HTRF ADP detection, 30 min; in the data active means activity change below about -30%; further: on the % scale 0 is the no-effect control and ±100 the full control effect
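We incubate TRiC, 40 or 20 nM final, with library compounds at 76 uM and 10 uM ATP for 30 min at 37 °C. ADP formed is detected with Transcreener HTRF reagents after 30 min at room temperature.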
Active calls of the source: *; [ ] = dose if it differs, or a comment. Unless noted, the call rests on the fitted dose curve; in most records, active means well fitted curve in the direction sought with a large enough effect; inconclusive means small, poorly fitted or top-dose-only effect, or another doubt; inactive means no such curve, though single readings can be large; an effect the other way counts as inactive or inconclusive.

For COc1cccc(C(=O)NC(=S)Nc2ccccc2N2CCOCC2)c1 the results were pAkt inh inactive, A549 viability -5%, Nrf2 activator 1.9%, ATXN viability inconclusive, MmCpn inh -14%, HepG2 viability -14%, Nrf2 inh -33%, TGFb SMAD3 inh -6% and CCT chaperon mod -2.5.
For Cc1cc(NC(=O)c2ccco2)ccc1NC(=O)c1ccco1 the results were pAkt inh inactive, A549 viability -8%, Nrf2 activator 3.3%, ATXN viability inactive, MmCpn inh 1%, HepG2 viability -57%, Nrf2 inh 14%, TGFb SMAD3 inh -3% and CCT chaperon mod -0.7.
Cc1nn(CC(=O)NC2CC2)c(C)c1S(=O)(=O)NC(C)(C)C was read as pAkt inh inactive, A549 viability -4%, Nrf2 activator -0.4%, ATXN viability inconclusive, MmCpn inh 0%, HepG2 viability -2%, Nrf2 inh 2%, TGFb SMAD3 inh 10% and CCT chaperon mod 1.4.
Cc1ccc(S(=O)(=O)/N=C2\SC(CC(=O)Nc3ccc(F)cc3)C(=O)N2c2ccccc2)cc1 (stereo unspecified) was read as pAkt inh inactive, A549 viability 0%, Nrf2 activator -0.6%, ATXN viability inactive, MmCpn inh 1%, HepG2 viability 1%, Nrf2 inh -2%, TGFb SMAD3 inh -3% and CCT chaperon mod -2.6.
Cc1ccc(C(=O)OCC(=O)N2CCC(c3ccccc3)=N2)cc1 was read as pAkt inh inactive, A549 viability 2%, Nrf2 activator -0.1%, ATXN viability inactive, MmCpn inh -2%, HepG2 viability -2%, Nrf2 inh -3%, TGFb SMAD3 inh -1% and CCT chaperon mod 0.8.
For COc1ccc2c(c1)C(NC(=O)C(F)(F)F)CC2=O (stereo unspecified) the results were A549 viability 3%, Nrf2 activator -0.5%, MmCpn inh 2%, HepG2 viability 10%, Nrf2 inh 4%, TGFb SMAD3 inh 14% and CCT chaperon mod -2.6.
`CN(C)c1ccc(Nc2ccc([N+](=O)[O-])cn2)cc1` gave pAkt inh inactive, A549 viability inconclusive, Nrf2 activator -0.2%, ATXN viability inactive, MmCpn inh -3%, HepG2 viability -9%, Nrf2 inh 26%, TGFb SMAD3 inh -2% and CCT chaperon mod -0.1.
Screening COc1ccccc1C(=O)OCC(=O)NC(=O)NCc1ccccc1 returned pAkt inh inactive, A549 viability 0%, Nrf2 activator 0.1%, ATXN viability inactive, MmCpn inh -6%, HepG2 viability -4%, Nrf2 inh -2%, TGFb SMAD3 inh 0% and CCT chaperon mod 0.1.
COc1ccc(CCNC(=O)CSc2cn(Cc3cccc(C)c3)c3ccccc23)cc1OC was read as pAkt inh inactive, A549 viability -25%, Nrf2 activator -0.8%, ATXN viability inconclusive, MmCpn inh -1%, HepG2 viability -1%, Nrf2 inh inconclusive, TGFb SMAD3 inh inconclusive and CCT chaperon mod -1.5.
`COc1ccc(-c2cn3cc([N+](=O)[O-])ccc3n2)cc1OC` gave pAkt inh inactive, A549 viability -1%, Nrf2 activator 0.2%, ATXN viability inactive, MmCpn inh -3%, HepG2 viability 0%, Nrf2 inh 3.7µM*, TGFb SMAD3 inh -15% and CCT chaperon mod -0.3.
`CCCN1CCN(S(=O)(=O)c2ccc3c(c2)CCC(=O)N3)CC1` gave pAkt inh inactive, A549 viability 12%, Nrf2 activator -1.0%, ATXN viability inactive, MmCpn inh -2%, HepG2 viability -6%, Nrf2 inh 0%, TGFb SMAD3 inh -1% and CCT chaperon mod -1.0.
Screening COc1cccc(CNC(=O)c2cc(S(=O)(=O)N3CCCCCC3)cn2C)c1 returned A549 viability 7%, Nrf2 activator 0.8%, ATXN viability inactive, HepG2 viability -5% and TGFb SMAD3 inh -23%.
`CCSc1ccccc1C(=O)N1CCN(Cc2ccc3c(c2)OCO3)CC1` gave pAkt inh inactive, A549 viability 3%, Nrf2 activator 0.6%, ATXN viability inactive, MmCpn inh 2%, HepG2 viability 0%, Nrf2 inh 3%, TGFb SMAD3 inh -13% and CCT chaperon mod -1.7.
For CCC/C=C(\CCC)C(NC(=O)c1ccc(C(=O)OC)cc1)c1ccc(C(=O)OC)cc1 (stereo unspecified) the results were pAkt inh inactive, A549 viability -1%, Nrf2 activator -0.6%, ATXN viability inactive, HepG2 viability -11%, Nrf2 inh -23%, TGFb SMAD3 inh 13% and CCT chaperon mod 1.2.
Screening O=C(NC1CCCCCC1)c1ccc2nc3cc(Cl)ccc3c(=O)n2c1 returned pAkt inh inactive, A549 viability 0%, Nrf2 activator -0.4%, ATXN viability inactive, MmCpn inh 2%, HepG2 viability 0%, Nrf2 inh 0%, TGFb SMAD3 inh 16% and CCT chaperon mod -3.2.

2 compounds picked at random from those above, as already listed:
`CCSc1ccccc1C(=O)N1CCN(Cc2ccc3c(c2)OCO3)CC1` gave pAkt inh inactive, A549 viability 3%, Nrf2 activator 0.6%, ATXN viability inactive, MmCpn inh 2%, HepG2 viability 0%, Nrf2 inh 3%, TGFb SMAD3 inh -13% and CCT chaperon mod -1.7.
Cc1ccc(C(=O)OCC(=O)N2CCC(c3ccccc3)=N2)cc1 was read as pAkt inh inactive, A549 viability 2%, Nrf2 activator -0.1%, ATXN viability inactive, MmCpn inh -2%, HepG2 viability -2%, Nrf2 inh -3%, TGFb SMAD3 inh -1% and CCT chaperon mod 0.8.

(continued)
Screening CNC(=O)c1cc(S(=O)(=O)Nc2ccc3c(c2)OCO3)ccc1C returned pAkt inh inactive, A549 viability -3%, Nrf2 activator -0.8%, ATXN viability inactive, MmCpn inh 2%, HepG2 viability -5%, Nrf2 inh -26%, TGFb SMAD3 inh inconclusive and CCT chaperon mod 0.7.
`O=c1cc(-c2ccccc2)[nH]c2ccccc12` gave pAkt inh inactive, A549 viability -21%, Nrf2 activator -0.3%, ATXN viability inconclusive, MmCpn inh 0%, HepG2 viability 0%, Nrf2 inh 5%, TGFb SMAD3 inh -15% and CCT chaperon mod -1.8.
`O=[N+]([O-])c1ccccc1N/N=C1\CCc2ccccc21` gave pAkt inh inactive, A549 viability -7%, Nrf2 activator inconclusive, ATXN viability inactive, MmCpn inh 0%, HepG2 viability 11%, Nrf2 inh inconclusive, TGFb SMAD3 inh 0% and CCT chaperon mod -4.2.
`Nc1cc[n+](CC(=O)Nc2ccccc2)cc1` gave pAkt inh inactive, A549 viability -18%, Nrf2 activator -0.2%, ATXN viability inactive, MmCpn inh 0%, HepG2 viability -2%, Nrf2 inh inconclusive, TGFb SMAD3 inh -7% and CCT chaperon mod -0.3.
For Cc1csc(NC(=O)CCC(=O)N(CC(=O)NC2CCCC2)Cc2ccccc2)n1 the results were pAkt inh inactive, A549 viability -11%, Nrf2 activator -0.6%, ATXN viability inactive, MmCpn inh -2%, HepG2 viability 20%, Nrf2 inh -1%, TGFb SMAD3 inh 11% and CCT chaperon mod -1.7.
For C=CCn1c(CNC(=O)c2ccco2)nnc1SCC(=O)Nc1cccc(F)c1 the results were pAkt inh inactive, A549 viability -1%, Nrf2 activator -0.1%, ATXN viability inactive, MmCpn inh -2%, HepG2 viability -4%, Nrf2 inh -6%, TGFb SMAD3 inh -13% and CCT chaperon mod 0.9.
For Cc1ccc(C)c(OCC(=O)Nc2c[nH]c(=O)[nH]c2=O)c1 the results were pAkt inh inactive, A549 viability -7%, Nrf2 activator 0.2%, ATXN viability inactive, MmCpn inh 1%, HepG2 viability 5%, Nrf2 inh -12%, TGFb SMAD3 inh -6% and CCT chaperon mod -0.8.
COc1cccc(Cn2c(C)c(CNC3CCCCC3)c(C(=O)O)c2C)c1 was read as A549 viability 0%, Nrf2 activator -0.7%, ATXN viability inactive, HepG2 viability -3%, Nrf2 inh 35% and TGFb SMAD3 inh 3%.
For Cc1cc(N)n2ncc(-c3ccc(Cl)cc3)c2n1 the results were pAkt inh inactive, A549 viability -8%, Nrf2 activator 19%, ATXN viability inactive, MmCpn inh -2%, HepG2 viability -45%, Nrf2 inh inconclusive, TGFb SMAD3 inh 2% and CCT chaperon mod 1.0.
For COc1ccc2c(C)cc(SCc3c(C)noc3C)nc2c1 the results were pAkt inh inactive, A549 viability 0%[1.84 µM], Nrf2 activator -0.6%, ATXN viability inactive, MmCpn inh -20%, HepG2 viability -14%, Nrf2 inh inconclusive, TGFb SMAD3 inh 1% and CCT chaperon mod 1.2.
`COc1ccc(NC(=O)c2cc(C3CCCCN3S(=O)(=O)c3ccc(C#N)cc3)on2)c(C)c1` (stereo unspecified) gave pAkt inh inactive, Nrf2 activator 0.5%[9.22 µM], ATXN viability inactive, HepG2 viability -9%, TGFb SMAD3 inh 0% and CCT chaperon mod -1.4.
Screening O=C(O)CCC(=O)NCc1c(Cl)cccc1Sc1ccc(Cl)cc1 returned pAkt inh inactive, A549 viability 1%, Nrf2 activator 0.0%, ATXN viability inactive, MmCpn inh -8%, HepG2 viability 23%, Nrf2 inh -11%, TGFb SMAD3 inh -5% and CCT chaperon mod -0.9.
Screening CC(C)C(=O)Nc1nnc(COc2ccc(Cl)cc2)s1 returned pAkt inh inactive, A549 viability 16%, Nrf2 activator 0.3%, ATXN viability inactive, MmCpn inh 0%, HepG2 viability 45%, Nrf2 inh 20%, TGFb SMAD3 inh -1% and CCT chaperon mod -3.4.
For CC(Oc1ccc2ccccc2c1)C(=O)N/N=C/c1cccnc1 (stereo unspecified) the results were pAkt inh inactive, A549 viability -15%, Nrf2 activator -0.6%, ATXN viability inactive, MmCpn inh 4%, HepG2 viability -4%, Nrf2 inh -26%, TGFb SMAD3 inh -3% and CCT chaperon mod -0.8.
